Bioassay records (PubChem BioAssay)
MT1-MMP act inh = MT1-MMP (human) activation inhibition | P50281 | HT1080 RFP-PRO-GFP cells, GFP/RFP ratio fluorescence, overnight; percent of plate control window, DMSO zero | GFP/RFP ratio change, % at 20 µM | 360,000 compounds, 0.061% hits | AID 651647;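 active = GFP/RFP ratio change of at least 30% with cell ATP level not reduced by more than half and red fluorescence within 50% of control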; also: strong numbers were not always called active
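Material: RFP-PRO-GFP reporter HT1080 cells. Dosing: single-point 20 µM compound, 1% DMSO. Controls: DMSO and RFP-L50D-GFP cell wells. Timing: cells overnight before dosing, compound overnight, 37 °C, 5% CO2. Measure: GFP/RFP fluorescence ratio.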
eLon inh = inhibitors of E. coli Lon protease; AID 602123; purified E. coli Lon protease, fluorescence polarization; 360,000 compounds, 0.42% hits; P0A9M0; inhibition, % at 7.94 µM; in the data active = inhibition above about 13%, passing the limit was not always enough;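 also: 0% = enzyme with probe and DMSO and 100% = no enzyme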
Neddylation inh = cullin neddylation inhibition | 360,000 compounds, 0.58% hits | calls only at 25 µM | P61081+Q13564 | TR-FRET cullin neddylation, biochemical | AID 651699; in the data active = inhibition above about 36%
MsrA act = activators of bovine methionine sulfoxide reductase A; purified bovine MsrA, absorbance read-out; AID 602163; activation, % at 10.6 µM; 360,000 compounds, 0.3% hits; in the data active = activation above about 7.5%;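 also: 0% = vehicle and 100% = reference activator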
CendR NRP1 mod = modulators of CendR peptide binding to human neuropilin-1. O14786. FAM-RPARPAR peptide binding to NRP-1, fluorescence polarization. inhibition, % at 25 µM. 360,000 compounds, 0.85% hits;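 active = inhibition or corrected inhibition above about 18%, plus a signal ratio from 0.5 to 1.5, limit read from the data, passing the limit was not always enough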; also: strong numbers were not always called active
Rin1 Abl inh = blocks binding of human Rin1 to Abl | TR-FRET Rin1/Abl binding, biochemical | inhibition, % at 7.35 µM | 360,000 compounds, 0.4% hits | AID 588664; in the data active = inhibition above about 5%, passing the limit was not always enough
FAS-TE inh = blocks the thioesterase domain of human fatty acid synthase | P49327 | 360,000 compounds, 0.67% hits | recombinant FAS-TE, OMFH fluorogenic substrate, fluorescence endpoint | AID 602261 | inhibition, % at 15 µM;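 active = compounds whose normalised, plate-corrected inhibition of enzyme fluorescence in the single-dose primary screen is 50% or more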;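 also: 0% = DMSO with enzyme and 100% = substrate without enzyme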
Target sequence (P49327 whole entry, looked up, the tested form may be a part): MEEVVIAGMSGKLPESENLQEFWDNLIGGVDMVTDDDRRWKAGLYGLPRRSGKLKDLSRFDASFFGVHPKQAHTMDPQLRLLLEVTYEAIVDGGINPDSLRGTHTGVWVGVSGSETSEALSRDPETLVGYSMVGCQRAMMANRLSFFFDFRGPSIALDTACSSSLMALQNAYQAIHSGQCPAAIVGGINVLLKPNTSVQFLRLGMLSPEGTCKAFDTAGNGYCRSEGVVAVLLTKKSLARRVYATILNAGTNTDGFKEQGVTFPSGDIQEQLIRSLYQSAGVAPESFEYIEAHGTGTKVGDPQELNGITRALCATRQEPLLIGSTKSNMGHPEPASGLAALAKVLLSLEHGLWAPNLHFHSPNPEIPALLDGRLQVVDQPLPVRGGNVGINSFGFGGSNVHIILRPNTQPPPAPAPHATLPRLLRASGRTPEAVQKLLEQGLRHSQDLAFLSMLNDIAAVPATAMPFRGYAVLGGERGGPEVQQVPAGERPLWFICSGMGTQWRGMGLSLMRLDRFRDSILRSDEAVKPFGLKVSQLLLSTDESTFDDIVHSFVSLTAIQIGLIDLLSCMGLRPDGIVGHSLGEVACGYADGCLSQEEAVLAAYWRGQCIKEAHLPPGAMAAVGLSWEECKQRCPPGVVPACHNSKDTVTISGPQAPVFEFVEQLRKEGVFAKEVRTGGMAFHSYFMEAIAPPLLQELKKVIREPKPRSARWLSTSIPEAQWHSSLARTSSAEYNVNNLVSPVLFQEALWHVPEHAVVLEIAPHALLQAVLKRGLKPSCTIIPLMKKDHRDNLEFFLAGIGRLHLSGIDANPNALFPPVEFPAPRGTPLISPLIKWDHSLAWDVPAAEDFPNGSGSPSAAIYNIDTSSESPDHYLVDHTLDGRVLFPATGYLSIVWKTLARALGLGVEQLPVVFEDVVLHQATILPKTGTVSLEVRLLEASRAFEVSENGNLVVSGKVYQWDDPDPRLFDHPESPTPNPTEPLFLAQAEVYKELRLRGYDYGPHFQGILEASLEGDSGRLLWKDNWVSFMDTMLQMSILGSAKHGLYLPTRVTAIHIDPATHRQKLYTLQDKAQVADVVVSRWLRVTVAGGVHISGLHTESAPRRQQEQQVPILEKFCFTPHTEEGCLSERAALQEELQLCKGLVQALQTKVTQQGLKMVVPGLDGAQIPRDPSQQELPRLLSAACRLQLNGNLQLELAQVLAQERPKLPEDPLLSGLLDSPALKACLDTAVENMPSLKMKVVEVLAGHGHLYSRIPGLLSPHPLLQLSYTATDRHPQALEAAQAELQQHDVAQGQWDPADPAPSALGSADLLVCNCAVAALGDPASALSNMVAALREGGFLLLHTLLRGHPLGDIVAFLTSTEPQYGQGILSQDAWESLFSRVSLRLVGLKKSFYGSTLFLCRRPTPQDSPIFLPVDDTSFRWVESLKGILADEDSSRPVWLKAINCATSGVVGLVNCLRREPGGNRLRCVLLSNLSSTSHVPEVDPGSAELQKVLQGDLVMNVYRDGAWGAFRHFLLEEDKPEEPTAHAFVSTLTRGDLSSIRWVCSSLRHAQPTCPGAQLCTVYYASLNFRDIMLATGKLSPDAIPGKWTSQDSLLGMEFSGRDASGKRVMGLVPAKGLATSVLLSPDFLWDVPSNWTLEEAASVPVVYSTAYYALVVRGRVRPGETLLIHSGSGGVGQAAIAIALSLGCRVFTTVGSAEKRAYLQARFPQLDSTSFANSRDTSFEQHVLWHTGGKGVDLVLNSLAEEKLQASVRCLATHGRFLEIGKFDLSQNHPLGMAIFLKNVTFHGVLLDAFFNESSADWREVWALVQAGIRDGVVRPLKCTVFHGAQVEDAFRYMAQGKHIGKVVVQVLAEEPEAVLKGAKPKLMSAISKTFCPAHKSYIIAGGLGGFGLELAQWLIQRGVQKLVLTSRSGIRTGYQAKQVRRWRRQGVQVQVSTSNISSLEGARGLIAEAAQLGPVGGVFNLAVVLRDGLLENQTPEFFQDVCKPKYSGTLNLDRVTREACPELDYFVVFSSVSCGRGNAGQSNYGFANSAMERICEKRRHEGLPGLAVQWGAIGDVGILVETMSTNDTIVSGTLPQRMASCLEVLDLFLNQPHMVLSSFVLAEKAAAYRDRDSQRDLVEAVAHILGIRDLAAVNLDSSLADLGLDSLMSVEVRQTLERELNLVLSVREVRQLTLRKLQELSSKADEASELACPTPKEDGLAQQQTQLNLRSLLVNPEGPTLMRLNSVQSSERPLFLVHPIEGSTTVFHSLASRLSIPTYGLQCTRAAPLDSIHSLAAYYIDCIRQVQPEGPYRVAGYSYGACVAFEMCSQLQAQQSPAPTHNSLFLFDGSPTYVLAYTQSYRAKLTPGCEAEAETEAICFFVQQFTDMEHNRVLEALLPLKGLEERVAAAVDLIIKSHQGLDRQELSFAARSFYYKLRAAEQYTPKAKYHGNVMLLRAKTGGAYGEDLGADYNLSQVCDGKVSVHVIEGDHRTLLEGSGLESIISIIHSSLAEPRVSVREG
SKN-1 inh = C. elegans SKN-1 inhibition | C. elegans VP596 Pgst-4::GFP/RFP ratio, acrylamide-induced, 24 h | inhibition, % at 21.8 µM | 360,000 compounds, 0.49% hits;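 active = interference check ratio from 0.5 to 1.5 plus GFP to RFP signal ratio inhibition reaching or exceeding a fixed threshold, cut at about 30% in these data, passing the limit was not always enough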; also: some compounds called inactive have numbers as strong as hits
PABP1 MLLE inh = blocks PAM2 peptide binding to the PABP1 MLLE domain | P11940 | GST-MLLE / FITC-PAM2 fluorescence polarization | inhibition, % at 20 µM | 360,000 compounds, 0.36% hits | AID 588489; in the data active = inhibition above about 35%, passing the limit was not always enough;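 also: plate controls were DMSO wells with GST-MLLE for no effect and wells lacking GST-MLLE protein for full effect; some results filed as inactive read as strong as hits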
* hit, by the source's call; i = inactive; . = not tested or not shown; + = active, no number. Hits appear at their usual frequency (roughly 4% active in at least one column).

SMILES	MT1-MMP act inh	eLon inh	Neddylation inh	MsrA act	CendR NRP1 mod	Rin1 Abl inh	FAS-TE inh	SKN-1 inh	PABP1 MLLE inh
CCN(CC)S(=O)(=O)c1cc(NC(=O)Cc2n[nH]c(=O)c3ccccc23)ccc1C	0	6	i	-10	-2	1	-6	0	5
CCNC(=O)N1CCNC(=O)C1CC(=O)Nc1ccc(C(=O)OCC)cc1 (centres undefined)	-9	-7	i	-3	0	-2	-8	-8	-3
C=CCN1C(=NC(=O)COc2ccc(Cl)cc2)SC2CS(=O)(=O)CC21 (centres undefined)	-2	0	i	-1	6	1	1	-2	8
COc1ccc(-c2ccc3nnc(SCC(=O)NCC4CCCO4)n3n2)cc1 (centres undefined)	2	-6	+	-2	-6	0	-3	-9	11
CCCCNc1c(-c2cccc(-c3ccc(OC)cc3)c2)nc2cc(C)ccn12	16	6	.	-2	0	3	32	28	-2
COc1cc(OC)cc(C(=O)NCc2cccnc2)c1	-3	0	i	-3	-10	1	-4	5	0
COC(=O)c1cc(Cl)c(NC(=O)/C=C/c2ccc(OC)cc2)cc1OC	5	-1	.	-3	-2	1	-9	8	6
O=C(c1ccccc1)N1CCN=C1SCc1ccc([N+](=O)[O-])cc1	1	-17	i	-2	12	-3	-3	-10	23
Cc1onc(C(=O)NCc2ccccn2)c1[N+](=O)[O-]	1	4	i	-6	4	1	-12	6	8
CCCCn1c(C)nc2c(=O)n(C)c(=O)[nH]c21	3	-2	i	3	-4	3	-8	-2	0
O=C(CSc1nc(-c2ccccc2)ns1)N1CCOCC1	1	3	i	-2	-8	0	2	8	33
Cc1cc(OCc2ccc(C(=O)Nc3ccc(C(=O)O)cc3)o2)ccc1Cl	1	7	i	-4	2	-1	-4	-19	4
NC(=O)Cn1nc([N+](=O)[O-])nc1Oc1ccccc1F	1	1	i	-3	8	-3	-4	-12	-5
Cc1ccccc1C(=O)NC(CC(C)C)C(=O)Nc1ccc(S(N)(=O)=O)cc1 (centres undefined)	1	1	i	-3	4	4	-4	9	-34
CCN1CCN(c2nc(Nc3ccc(C)c(C)c3)nc(N)c2[N+](=O)[O-])CC1	-2	-4	i	-3	14	-3	4	11	-2
Cc1cc[n+](Cc2ccccc2)c(N)c1	20	-8	i	-1	-10	1	-10	7	1
CCC(CO)NCc1sccc1C (centres undefined)	1	-4	i	-4	8	1	-5	10	10
O=C(Nc1oc2ccc(Cl)cc2c(=O)c1-c1ccc(F)cc1)c1ccco1	-3	8	i	-5	-6	-3	-4	-6	21
C=CCN1C=C/C(=C\C=C(C#N)C#N)c2ccccc21	14	-34	i	-2	-83	-9	38	35*	-124
Cc1cccc(N2CCN(S(=O)(=O)c3cn(C)cn3)CC2)c1C	7	-1	i	-12	10	2	2	-7	2
CC1=C(C(=O)N(C(C)C)C(C)C)CC(CC(=O)NCc2ccco2)C(=O)N1Cc1ccc(F)cc1 (centres undefined)	2	-3	i	-3	4	4	-1	6	0
Cc1cc(C(=O)CSc2nnnn2C)c(C)n1CCc1ccc(F)cc1	7	-13	i	-1	6	2	-9	-37	-17
CC1=NN(C)C(=O)C1Cc1c(F)cccc1Cl (centres undefined)	0	-2	i	-1	5	-3	-3	4	-14
N#CC1=C(N)N2C(=C(C#N)C13CCCCC3)SC1CCCCC12O (centres undefined)	3	0	i	-4	-10	-1	11	-2	14
Cc1cc(-c2nnc(SCC(=O)Nc3cccc(Cl)c3)n2N)n[nH]1	-3	-2	i	-2	2	-2	-6	2	-1

Four compounds from above, arranged by the value under eLon inh, low to high.
Compound,MT1-MMP act inh,eLon inh,Neddylation inh,MsrA act,CendR NRP1 mod,Rin1 Abl inh,SKN-1 inh,PABP1 MLLE inh
Cc1cc[n+](Cc2ccccc2)c(N)c1,20,-8,i,-1,-10,1,7,1
COC(=O)c1cc(Cl)c(NC(=O)/C=C/c2ccc(OC)cc2)cc1OC,5,-1,.,-3,-2,1,8,6
CCCCNc1c(-c2cccc(-c3ccc(OC)cc3)c2)nc2cc(C)ccn12,16,6,.,-2,0,3,28,-2
O=C(Nc1oc2ccc(Cl)cc2c(=O)c1-c1ccc(F)cc1)c1ccco1,-3,8,i,-5,-6,-3,-6,21

Continued:
SMILES	MT1-MMP act inh	eLon inh	Neddylation inh	MsrA act	CendR NRP1 mod	Rin1 Abl inh	FAS-TE inh	SKN-1 inh	PABP1 MLLE inh
CCc1nnc(NC(=O)CSc2n[nH]c(-c3ccccc3O)n2)s1	-1	-1	i	-1	12	2	-8	5	-18
O=S(=O)(c1ccccc1)N1CCC2(CC1)OCCO2	-10	4	i	-5	4	1	-2	13	-14
CN(c1nc2ccccc2[nH]c1=O)C1CCCCC1	-9	-11	i	-4	-20	2	-5	-20	-12
O=C(Cc1nc2ccccc2[nH]1)c1cccc([N+](=O)[O-])c1	1	-2	i	-7	-8	-2	4	-10	-17
CC(C)(C)C(=O)/C=C1\NC(=O)CS1	1	2	i	-1	-14	-5	-4	5	0
COc1ccc(OCC(=O)OC2CCCN(C)C2)cc1 (centres undefined)	-1	-11	i	-2	5	2	-1	-5	16
O=c1cc(-c2ccccc2Cl)oc2cc(O)cc(O)c12	-16	-9	i	1	-8	2	-6	4	3
Fc1ccccc1COc1cccc2cccnc12	1	-8	i	-10	2	-1	-6	-5	-1
O=c1cc(-c2ccccc2)c2ccc(O)cc2o1	-14	7	i	-9	6	-5	0	-12	-4
COc1ccc(C(=O)NCC(=O)OCC(=O)NCCC2=CCCCC2)cc1	1	-7	i	-11	-5	2	-8	-5	4
CC(=O)N1c2c(cc(Br)cc2S(=O)(=O)N2CCCCC2)CC1C (centres undefined)	3	-10	i	0	2	0	6	8	-1
CCOC(=O)c1ccccc1NC(=O)COc1cc(=O)n(CC)c2ccccc12	0	0	i	1	6	3	7	-19	4
COCCn1c(SCC(=O)N2CCCCCC2)nc2c([nH]c3ccccc32)c1=O	-7	2	i	-3	15	-4	5	15	5
COc1ccc(N2CC(C(=O)Nc3c4c(nn3-c3ccccc3)CS(=O)(=O)C4)CC2=O)cc1 (centres undefined)	-4	-5	i	-3	6	2	-1	-10	-8
CC(=O)NC(CC(=O)NCCOc1ccccc1F)c1ccccc1 (centres undefined)	-2	-1	i	-3	1	0	-4	-2	-35
CCOC(=O)c1[nH]c2ccc(Cl)cc2c1NC(=O)c1nonc1C	-4	13	i	-2	-4	-1	-3	12	-4
COc1ccc(-c2csc(Nc3ccc(C)cn3)n2)cc1	2	-2	i	-4	0	-4	18	19	13
CCOc1cc(/C=N/NC(=O)c2cc(-c3cccc(OC)c3)nc3ccccc23)ccc1O	1	7	i	-1	2	-4	19	-5	8
CC/C(=N\NC(=S)Nc1cccc(C)c1)c1ccccc1	0	5	i	0	12	-4	14	2	19
CSc1c2c(nc3ncnn13)CCC2	9	-7	i	-5	6	3	-12	8	-21
Cc1c(Cl)cnc(NC(=O)COC(=O)CNC(=O)c2ccccc2)c1Cl	-1	-1	i	-7	-8	1	0	-6	3
O=C(Nc1ccccc1C(=O)Nc1ccccc1)c1ccco1	-2	6	i	-7	16	-3	2	-13	-9
COc1ccc(N2C(=O)C3CCCN3C2c2ccc(Cl)cc2)cc1 (centres undefined)	-3	2	i	-2	-4	-1	-6	10	8
O=C1Nc2ccccc2/C1=C/c1cnc(-c2ccccc2)[nH]1	-138	81*	i	-5	131	3	-46	14	60
CCOP(=O)(NC12CC3CC(CC(C3)C1)C2)NC12CC3CC(CC(C3)C1)C2	-4	5	i	-1	2	2	4	9	2

Profiles, quoted from the list. Screens in order: MT1-MMP act inh, eLon inh, Neddylation inh, MsrA act, CendR NRP1 mod, Rin1 Abl inh, FAS-TE inh, SKN-1 inh, PABP1 MLLE inh
COc1ccc(OCC(=O)OC2CCCN(C)C2)cc1 (centres undefined) across the screens: -1, -11, i, -2, 5, 2, -1, -5, 16
CN(c1nc2ccccc2[nH]c1=O)C1CCCCC1 across the screens: -9, -11, i, -4, -20, 2, -5, -20, -12
CCc1nnc(NC(=O)CSc2n[nH]c(-c3ccccc3O)n2)s1 across the screens: -1, -1, i, -1, 12, 2, -8, 5, -18
O=C(Nc1ccccc1C(=O)Nc1ccccc1)c1ccco1 across the screens: -2, 6, i, -7, 16, -3, 2, -13, -9
O=c1cc(-c2ccccc2Cl)oc2cc(O)cc(O)c12 across the screens: -16, -9, i, 1, -8, 2, -6, 4, 3

Three entries from above, arranged by length of the SMILES, ascending.
SMILES	MT1-MMP act inh	eLon inh	Neddylation inh	MsrA act	CendR NRP1 mod	Rin1 Abl inh	FAS-TE inh	SKN-1 inh	PABP1 MLLE inh
CC(C)(C)C(=O)/C=C1\NC(=O)CS1	1	2	i	-1	-14	-5	-4	5	0
CN(c1nc2ccccc2[nH]c1=O)C1CCCCC1	-9	-11	i	-4	-20	2	-5	-20	-12
COc1ccc(N2CC(C(=O)Nc3c4c(nn3-c3ccccc3)CS(=O)(=O)C4)CC2=O)cc1 (centres undefined)	-4	-5	i	-3	6	2	-1	-10	-8

Next records.
SMILES	MT1-MMP act inh	eLon inh	Neddylation inh	MsrA act	CendR NRP1 mod	Rin1 Abl inh	FAS-TE inh	SKN-1 inh	PABP1 MLLE inh
O=C(N/N=C/c1ccc(OCc2cnc(Cl)s2)cc1)c1ccncc1	-2	-10	i	-4	1	0	-2	-7	-15
Cc1nnc(N/N=C/c2c[nH]c3ccccc23)[nH]c1=O	13	-11	i	-5	-5	-6	-8	7	2
CCCOc1cccc(C2/C(=C(\O)c3ccc4c(c3)OCCO4)C(=O)C(=O)N2CCCn2ccnc2)c1 (centres undefined)	-1	-1	i	-2	8	-5	-5	16	-11
OC(COCCC12CC3CC(CC(C3)C1)C2)CN1CCCCC1 (centres undefined)	4	-3	i	-2	1	-5	0	6	0
CCOC(=O)c1ccc(NC(=O)c2nc[nH]c2C(=O)N[C@H](C)CO)cc1	3	-6	i	-7	14	-4	-6	2	3
Cc1cc(C)cc(NC(=O)C(OC(=O)c2ccc([N+](=O)[O-])o2)c2ccccc2)c1 (centres undefined)	0	-3	i	5	-15	-3	39	-9	-6
O=C(Nc1cccc(S(=O)(=O)N2CCCCC2)c1)c1ccc(OCC2CCCO2)cc1 (centres undefined)	-2	6	i	-3	-2	-1	9	-5	-23
O=C1CC(C(=O)Nc2cccc(F)c2)n2ncnc2N1 (centres undefined)	0	1	i	-2	-4	-6	-9	-3	-4
COc1cc(/C=N/NC(=O)c2ccc3ccccc3c2)ccc1Oc1ccc([N+](=O)[O-])cn1	0	0	i	-7	10	5	52*	-5	-122
Cc1nc2ccc([N+](=O)[O-])cc2[nH]1	1	-6	i	-4	6	1	2	-1	3
Cn1c(O)c(N=NC(=O)CNC(=O)c2ccco2)c2ccccc21	-1	0	i	-2	0	-2	-10	-3	10
CCOC(=O)CSc1nc(N)c2c3c(sc2n1)CCCC3	2	-4	i	-1	0	0	4	-7	0
CCN(CC(=O)Nc1cccc(S(=O)(=O)N2CCOCC2)c1)Cc1ccccc1	2	-1	i	-1	-3	-2	4	4	10
CC1CCN(c2ccc(-c3cccc(NC(=O)C(F)(F)F)c3)nn2)CC1	5	-3	i	-7	14	1	39	22	-1
COc1ccccc1N1CCN(C(=O)CCNS(=O)(=O)c2ccc(Br)s2)CC1	-4	-3	i	-5	1	-2	5	5	-4
